Source: PubChem BioAssay
LYPLA2 counter – counter-screen for PME1 inhibitors: inhibitors of human LYPLA2. O95372. recombinant LYPLA2, FP-Rh probe fluorescence polarization. inhibition, % at 5.9 µM. 0.38% of 320,000 active;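 active means inhibition above the screen-wide mean plus 3 SD, limit set per campaign, cut at about 26% in these data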;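 further: 0% = LYPLA2 with DMSO and 100% = wells lacking LYPLA2 enzyme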
Target sequence (O95372 whole entry, looked up): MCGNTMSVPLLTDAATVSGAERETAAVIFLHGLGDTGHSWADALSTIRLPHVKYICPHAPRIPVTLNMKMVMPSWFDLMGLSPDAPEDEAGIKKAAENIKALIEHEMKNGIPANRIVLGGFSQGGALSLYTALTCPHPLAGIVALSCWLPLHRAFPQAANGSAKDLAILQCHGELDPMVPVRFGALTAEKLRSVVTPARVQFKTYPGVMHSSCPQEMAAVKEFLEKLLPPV
pPAFAH inh – inhibitors of human plasma PAF acetylhydrolase (pPAFAH) | 1.5% of 330,000 active | Q13093 | recombinant pPAFAH, FP-rhodamine probe fluorescence polarization | inhibition, % at 3.39 µM | AID 463082;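 active means inhibition above the mean inhibition across the screen plus 3 SD, cut at about 25% in these data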;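 further: inhibitors block binding of the rhodamine activity-based probe so polarization drops; 0% = enzyme with DMSO and 100% = wells lacking pPAFAH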
PREPL inh – human PREPL enzyme inhibition; Q4J6C6; recombinant PREPL, fluorescence polarization activity-based probe; inhibition, % at 5.96 µM; 0.68% of 320,000 active; in the data active means inhibition above about 43%;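 further: 0% = enzyme with DMSO and 100% = wells lacking enzyme; many of its hits are not listed in these tables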
PME-1 primary – blocks human protein phosphatase methylesterase 1; Q9Y570; recombinant PME-1, FP-Rh probe fluorescence polarization; inhibition, % at 5.9 µM; 0.53% of 320,000 active; AID 2130;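 active means inhibition above the campaign mean of all compounds plus 3 SD, cut at about 26% in these data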;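 further: competitive labeling of PME-1 active site by serine hydrolase directed probe; 0% = PME-1 with DMSO and 100% = wells lacking PME-1 enzyme; inhibitors block probe labeling so polarization falls and inhibition rises; many of its hits are not listed in these tables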
Target sequence (Q9Y570 whole entry, looked up): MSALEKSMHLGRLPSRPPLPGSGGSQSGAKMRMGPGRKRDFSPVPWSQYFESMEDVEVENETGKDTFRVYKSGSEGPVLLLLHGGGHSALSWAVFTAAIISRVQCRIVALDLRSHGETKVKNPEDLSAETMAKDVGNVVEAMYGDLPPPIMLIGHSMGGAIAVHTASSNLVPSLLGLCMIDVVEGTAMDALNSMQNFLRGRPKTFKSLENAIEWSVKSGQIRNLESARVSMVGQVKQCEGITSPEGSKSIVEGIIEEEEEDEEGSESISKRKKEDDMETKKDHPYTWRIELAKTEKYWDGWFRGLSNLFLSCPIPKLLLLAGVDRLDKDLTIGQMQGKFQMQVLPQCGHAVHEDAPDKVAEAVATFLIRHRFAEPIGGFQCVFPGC
PAFAH1B2 inh – PAFAH1B2 (human) inhibition; P68402; recombinant PAFAH1B2, FP-rhodamine activity probe, fluorescence polarization; inhibition, % at 3.39 µM; 1.2% of 340,000 active; AID 492953;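 active means inhibition above the mean of all tested compounds plus 3 SD, cut at about 24% in these data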;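 further: 0% = enzyme with DMSO and 100% = wells lacking PAFAH1B2; many of its hits are not listed in these tables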
Target sequence (P68402 whole entry, looked up): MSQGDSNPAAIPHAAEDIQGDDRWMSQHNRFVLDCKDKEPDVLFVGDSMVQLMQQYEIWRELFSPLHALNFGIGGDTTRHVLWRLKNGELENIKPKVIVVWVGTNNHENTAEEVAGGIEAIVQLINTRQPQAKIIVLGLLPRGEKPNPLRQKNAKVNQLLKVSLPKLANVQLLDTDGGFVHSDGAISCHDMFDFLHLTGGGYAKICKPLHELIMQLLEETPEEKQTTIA
LYPLA1 inh – LYPLA1 (human) inhibition in PME1 counter-screen. 0.16% of 320,000 active. recombinant LYPLA1, FP-Rh probe fluorescence polarization. AID 2174. O75608. inhibition, % at 5.9 µM;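 active means inhibition above the mean of all tested compounds plus 3 SD, set per campaign, cut at about 14% in these data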;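 further: inhibitors block serine hydrolase probe labeling of LYPLA1 so polarization falls; 0% = enzyme with DMSO and 100% = wells lacking LYPLA1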
Target sequence (O75608 whole entry, looked up): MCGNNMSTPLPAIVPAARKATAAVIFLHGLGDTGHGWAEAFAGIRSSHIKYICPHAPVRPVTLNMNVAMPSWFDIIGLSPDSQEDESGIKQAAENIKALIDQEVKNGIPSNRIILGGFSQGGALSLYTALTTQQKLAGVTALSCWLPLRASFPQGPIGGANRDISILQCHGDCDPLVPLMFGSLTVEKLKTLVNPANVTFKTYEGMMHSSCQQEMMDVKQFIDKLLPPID
PAD4 FP inh – blocks human protein arginine deiminase 4; inhibition, % at 6.36 µM; recombinant PAD4, RCA probe fluorescence polarization; AID 485272; Q9UM07; 0.41% of 330,000 active;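 active means percent inhibition above a cutoff equal to the mean of all tested compounds plus 3 SD, cut at about 15% in these data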;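 further: 0% = PAD4 with RCA probe and DMSO and 100% = probe without PAD4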
GSTO1 inh – counter-screen for RBBP9 inhibitors: inhibitors of human GSTO1. P78417. recombinant GSTO1, activity-based probe fluorescence polarization. inhibition, % at 5.96 µM. 1.1% of 300,000 active;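 active means inhibition above the campaign mean inhibition plus 3 SD, cut at about 35% in these data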;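 further: 0% = GSTO1-1 with DMSO and 100% = wells lacking GSTO1-1 enzyme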
PAFAH1B3 inh – PAFAH1B3 (human) inhibition. Q15102. AID 492972. recombinant PAFAH1B3, FP-rhodamine probe, fluorescence polarization. inhibition, % at 3.39 µM. 0.28% of 340,000 active;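 active means inhibition above the screen-wide average of all tested compounds plus 3 SD, cut at about 25% in these data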;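 further: 0% = enzyme with DMSO only and 100% = wells lacking PAFAH1B3 protein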
* hit, by the source's call; x = no result given. Only part of the results is shown. The share of hits here may be higher or lower than overall.

SMILES	LYPLA2 counter	pPAFAH inh	PREPL inh	PME-1 primary	PAFAH1B2 inh	LYPLA1 inh	PAD4 FP inh	GSTO1 inh	PAFAH1B3 inh
CCCCOC(=O)C(NC(=O)c1ccccc1)=C(C)C	1	0	-7	-2	0	-2	1	2	12
Cc1ccc(-c2nnn(CC(=O)N(Cc3cccs3)C(C(=O)NC3CCCC3)c3ccncc3)n2)cc1 (configuration not stated)	-4	6	-24	7	4	-4	-9	11	8
CC(C)(O)C#Cc1ccc(CN2CCC(n3nccc3NC(=O)C3CC3)CC2)cc1	4	3	-5	0	1	2	-2	0	-2
CCOc1ccc(CCNC(=O)COC(=O)c2cccc(S(=O)(=O)N3CCCCC3)c2)cc1OCC	2	9	-2	4	9	3	-3	11	5
Cc1cc(C(=O)N/N=C\c2cc(C(C)(C)C)ccc2O)n[nH]1	-5	9	1	6	2	-6	2	3	4
CCc1cc(=O)oc2cc(OCC(=O)NCCCn3ccnc3)ccc12	-3	1	5	-1	5	2	-1	2	1
CC(=O)N1c2ccc(S(=O)(=O)N3CCC(C(=O)Nc4cc(C)cc(C)c4)CC3)cc2CC1C (configuration not stated)	-3	7	11	-3	4	-1	4	-6	8
Cc1ccccc1-c1nn2c(-c3ccccc3)nnc2s1	4	7	12	3	1	7	2	-4	2
S=C(NCc1cccs1)Nc1cccc2ccccc12	7	-1	-31	0	1	3	-3	2	3
O=C(c1cccc2ccccc12)N1CCN(c2ccccc2F)CC1	1	4	12	1	1	2	6	-1	14
CC(C)CCN1C(=O)c2ccc(C(=O)Nc3ccc(Br)cc3C(=O)O)cc2C1=O	4	17	-4	-24	10	-5	-8	-15	4
CCOc1ccccc1N(CC(=O)NCCSc1ccccc1)S(C)(=O)=O	-1	2	7	3	9	-2	-1	4	-1
CCS(=O)(=O)N1CCC(C(=O)Oc2ccccc2OC)CC1	-2	6	-2	-3	4	-1	0	-6	3
Cc1ccc(CNC(=O)c2cc3c(s2)CN(Cc2ccccc2)C3)cc1	0	6	-4	3	4	0	-2	-12	2
CCC(=O)N1CCc2cc(S(=O)(=O)NC(C(=O)NCc3ccc(C)cc3)C(C)C)ccc21 (configuration not stated)	0	4	-5	2	-7	-1	-1	-2	14
CC(C)(C)OC(=O)C[C@H]1C/C=C\C[C@@H](CC(=O)NCCO)C(=O)N[C@H](Cc2ccccc2)COC1=O	x	-2	19	x	3	x	-4	x	1
CC(=O)Nc1ccc(NC(=O)CSc2nccn2Cc2ccco2)cc1	5	6	-3	3	3	0	0	5	8
O=C(O)c1ccccc1-c1nc2ccccc2n1-c1ccccc1	3	0	16	3	-1	4	0	-2	2
Cc1ccc(NC(=O)c2cc(N3C(=O)C4CCCCC4C3=O)ccc2N2CCOCC2)cc1 (configuration not stated)	8	12	-4	-4	-4	0	-6	-4	-5
CCN(CC)CCN(C(=O)c1ccc([N+](=O)[O-])cc1)c1nc2ccc(OC)cc2s1	5	2	11	4	4	8	1	0	1
CC(C)c1csc(CN2CCN(Cc3ccccc3)C(CCO)C2)n1 (configuration not stated)	-1	3	5	8	3	-1	2	2	1
COc1cc2c(cc1O)[C@H](Cc1ccc(Oc3cc(C[C@@H]4NCCc5cc(OC)c(O)cc54)ccc3O)cc1)NCC2	-8	13	46*	-3	x	-3	-15	2	x
NS(=O)(=O)c1ccc(NC(=S)NC2CCCC2)cc1	8	3	4	-5	-2	3	-2	-3	12
COc1cccc(NS(=O)(=O)c2ccc(S(=O)(=O)N3CCCC3)cc2)c1	1	1	12	6	11	0	3	x	4
Cc1cccc(OCCOC(=O)C2CCN(S(=O)(=O)c3ccc(C)c(C)c3)CC2)c1	0	7	-3	-1	0	2	-6	1	-1

3 structures from above, sorted by count of non-hydrogen atoms, highest first.
SMILES	LYPLA2 counter	pPAFAH inh	PREPL inh	PME-1 primary	PAFAH1B2 inh	LYPLA1 inh	PAD4 FP inh	GSTO1 inh	PAFAH1B3 inh
CCN(CC)CCN(C(=O)c1ccc([N+](=O)[O-])cc1)c1nc2ccc(OC)cc2s1	5	2	11	4	4	8	1	0	1
O=C(O)c1ccccc1-c1nc2ccccc2n1-c1ccccc1	3	0	16	3	-1	4	0	-2	2
NS(=O)(=O)c1ccc(NC(=S)NC2CCCC2)cc1	8	3	4	-5	-2	3	-2	-3	12

(next part)
SMILES	LYPLA2 counter	pPAFAH inh	PREPL inh	PME-1 primary	PAFAH1B2 inh	LYPLA1 inh	PAD4 FP inh	GSTO1 inh	PAFAH1B3 inh
Cc1ccc(C(=O)OC2CCOC2=O)cc1NC(=O)c1ccco1 (configuration not stated)	1	5	0	-6	1	2	2	-5	-1
CCN(CC)C(=O)CSc1nc2ccccc2c(=O)n1CCC(=O)NCc1ccc(F)cc1	6	3	10	-2	1	0	1	-1	7
CC(C)CC(c1nnnn1C1CCCCC1)N1CCN(C(=O)c2ccco2)CC1 (configuration not stated)	5	-7	-2	3	-1	2	-2	3	12
Cc1cc(=O)oc2cc(OCC(=O)Nc3nnc(C4CC4)s3)ccc12	1	-2	8	-4	6	-3	-4	-4	6
CCN(CC)S(=O)(=O)c1ccc(N2CCCCC2)c(NC(=O)c2ccncc2)c1	6	7	10	2	1	2	-1	2	1
COc1ccc(OC)c2nc(-c3ccc4c(c3)OCO4)ccc12	1	3	15	3	0	0	-2	-2	7
Cc1ccc(S(=O)(=O)N/N=C/c2cn(C)nc2C)cc1	1	4	1	-3	1	1	0	-3	2
COc1ccc(NC(=O)O/N=C/c2ccncc2)cc1	2	-3	20	4	3	-2	-2	9	-4
CCN(CC)C(=S)NC(=O)c1cccnc1	-2	0	-8	-1	1	-2	-1	4	6
O=C(NNC(=O)c1ccccc1F)c1ccc(-c2ccc(Cl)cc2)o1	0	8	-1	-6	0	-3	-2	-1	2
COc1ccc(C)c(-n2c(N)cc(=O)n(Cc3ccccc3)c2=O)c1	-2	6	5	5	-2	-1	1	5	0
N[C@H](CSCc1ccccc1)C(=O)Nc1ccc([N+](=O)[O-])cc1	0	-2	8	26*	7	-11	-2	8	-2
NC(=O)c1cc(Br)cc(C2CCCCC2)c1O	-2	8	0	-11	6	-4	-2	-2	-2
O=S(=O)(NCc1ccc2c(c1)OCO2)c1ccc(F)c(F)c1	4	21	-6	-5	19	0	1	-2	-3
Cc1cc(C)cc(NC(=O)C2C3C=CC(O3)C2C(=O)O)c1 (configuration not stated)	4	0	3	-1	0	1	4	-1	3
N=c1c(C(=O)NCc2ccco2)cc2c(=O)n3ccccc3nc2n1C1CCCC1	0	6	24	-4	4	-1	-6	3	9
COc1ccc(N(C)S(=O)(=O)c2cccc(C(=O)N(C)Cc3ccc(C)o3)c2)cc1	-5	2	8	5	1	1	1	10	8
COc1ccc(C(C(=O)NC(C)(C)C)N(Cc2cccs2)C(=O)CCC(=O)Nc2cc(C)on2)cc1 (configuration not stated)	2	0	4	6	3	-4	2	0	2
Cc1nnsc1C(=O)N/N=C/c1ccccc1Cl	1	6	-20	-5	5	-3	-1	1	7
COCCN1C(=O)/C(=C2/C(=O)N(CC(=O)Nc3ccccc3Cl)c3ccccc32)SC1=S	4	2	-4	4	-2	-2	-2	-2	-9
COC(=O)c1ccccc1S(=O)(=O)N1CCC(C(=O)OC(C)C(=O)Nc2ccccc2OC)CC1 (configuration not stated)	1	2	15	-1	-3	0	-1	x	9
O=C1CCCN1CCC(=O)N1CCCC(Nc2ccc(F)cc2)C1 (configuration not stated)	1	1	5	-1	8	2	-7	-1	6
CCCn1c(N)c(N(CCOC)C(=O)c2cccc(C(F)(F)F)c2)c(=O)[nH]c1=O	-5	3	-4	0	7	1	0	5	7
CC1=NN(c2ccccc2C(=O)O)C(=O)C1N=Nc1ccccc1 (configuration not stated)	3	14	-4	16	2	-3	-5	36*	4
C[C@@H](C(=O)Nc1nc(-c2ccccn2)cs1)N1C(=O)C2CCCCC2C1=O (some centres not stated)	0	8	-3	-2	7	0	3	6	6

3 entries out of the list above, arranged by the value under PREPL inh, ascending.
Molecule	PREPL inh
CC1=NN(c2ccccc2C(=O)O)C(=O)C1N=Nc1ccccc1 (configuration not stated)	-4
CC(C)CC(c1nnnn1C1CCCCC1)N1CCN(C(=O)c2ccco2)CC1 (configuration not stated)	-2
COc1ccc(N(C)S(=O)(=O)c2cccc(C(=O)N(C)Cc3ccc(C)o3)c2)cc1	8

(further entries)
SMILES	LYPLA2 counter	pPAFAH inh	PREPL inh	PME-1 primary	PAFAH1B2 inh	LYPLA1 inh	PAD4 FP inh	GSTO1 inh	PAFAH1B3 inh
COc1cc(NS(=O)(=O)c2ccc(NC(=S)NC(=O)COc3ccccc3OC)cc2)nc(OC)n1	4	0	16	1	9	4	-2	5	4
OCCc1c[nH]c2ccccc12	-1	2	1	-5	-1	-3	-2	0	1
CN(C)CCCn1c2c(c(SCC(=O)Nc3cccc4ccccc34)nc1=O)CCCC2	0	0	32	6	-4	-1	3	4	5
CCOC(=O)[C@H](CCc1ccccc1)N[C@@H](C)C(=O)N1C(C(=O)O)C[C@@H]2CCC[C@@H]21 (some centres not stated)	2	0	1	-1	-1	-2	1	1	11
CCCCc1nc2cc(C(=O)N3CCNC(=O)C3)ccc2o1	6	4	0	-1	-1	2	-1	1	-2
CCOC(=O)NC(CC(=O)O)c1ccc(OC)cc1 (configuration not stated)	6	1	-1	-7	0	1	-3	11	0
CCOc1ccc(CCNC(=O)C2CCCN(S(=O)(=O)c3c(C)n[nH]c3C)C2)cc1OCC (configuration not stated)	3	2	5	4	4	-2	2	-3	5
O=C1C2C3CC(C(Br)C3Br)C2C(=O)N1c1ccccn1 (configuration not stated)	4	4	5	6	9	1	-4	-1	-3
O=C(NCCOC(=O)c1ccc([N+](=O)[O-])cc1)c1cccnc1	1	-2	-5	2	-1	-2	2	4	-2
Cc1cccc(NN=C2c3ccccc3-c3ccccc32)c1	-2	2	15	6	3	0	-2	6	-3
O=C(CCn1c(=O)sc2ccccc21)NC1CCCCC1	1	6	6	-1	8	2	0	3	2
C=CCNC(=S)Nc1sc2c(c1C(=O)OCC)CC(C(C)C)OC2 (configuration not stated)	2	1	1	3	4	3	7	3	18
COc1ccc(C2=NN(C(=O)CN3CCOCC3)C(c3nc4ccccc4[nH]3)C2)cc1 (configuration not stated)	2	2	9	-6	5	3	-2	0	8
Cc1ccccc1-c1nnc(SCC(=O)Nc2ccc3c(c2)OCCO3)n1N	-4	4	13	6	6	0	-3	3	4
O=C(Nc1nccs1)c1ccc(-c2ccccc2Cl)o1	-8	-3	-30	-7	-2	-12	2	-11	-10
CCCCC(CC)CNC(=O)Cn1c(=O)[nH]c2ccsc2c1=O (configuration not stated)	7	-1	-6	-1	12	1	-8	-4	7
CCOC(=O)c1cnc2ccc(Br)cc2c1NCCO	1	3	5	0	-1	-4	-2	0	6
COCCNC(=O)C(=O)NNS(=O)(=O)c1ccc2ccccc2c1	-5	-4	-5	-7	5	0	-3	4	0
COc1ccc(/C=C(/CC(=O)Nc2ccc(C)cc2)c2nc3ccccc3s2)cc1	-16	-2	2	-3	-2	-8	-13	1	-5
C=CCN=C1N[C@@H](c2ccccc2)C(C(=O)OC)=C(C)N1CCOC	1	-2	6	6	1	1	-1	-4	3
O=C(CSc1nc2ccccc2c(=O)n1NC(=O)Cc1ccccc1)NCc1ccco1	4	4	-6	-3	4	1	-4	4	4
Cc1ccc(CNC(=O)CCC2CCCN(Cc3ccc4cccc(F)c4n3)C2)o1 (configuration not stated)	10	2	7	2	x	5	1	5	x
Cc1cnc(C(=O)OCC(=O)NC(=O)NC(C)C)cn1	7	3	-6	2	4	4	-3	9	-5
Cc1cccn2c(=O)c3cc(C(=O)NCCN4CCOCC4)c(=N)n(CCc4ccccc4)c3nc12	2	1	32	0	1	2	1	-2	-3
